CHRM5 agonist = CHRM5 agonism in calcium assay; activation, % at 3 µM; hit rate 0.19% among 360,000; P08912; CHO-K1 hM5 cells, Fluo-8 calcium fluorescence; 0% DMSO wells, 100% maximal acetylcholine response;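 active means activation above the run's mean over test compounds plus 3 SD, cut at about 23% in these data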;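 further: signal is peak over basal fluorescence ratio across the kinetic read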
Target sequence (P08912 whole entry, looked up): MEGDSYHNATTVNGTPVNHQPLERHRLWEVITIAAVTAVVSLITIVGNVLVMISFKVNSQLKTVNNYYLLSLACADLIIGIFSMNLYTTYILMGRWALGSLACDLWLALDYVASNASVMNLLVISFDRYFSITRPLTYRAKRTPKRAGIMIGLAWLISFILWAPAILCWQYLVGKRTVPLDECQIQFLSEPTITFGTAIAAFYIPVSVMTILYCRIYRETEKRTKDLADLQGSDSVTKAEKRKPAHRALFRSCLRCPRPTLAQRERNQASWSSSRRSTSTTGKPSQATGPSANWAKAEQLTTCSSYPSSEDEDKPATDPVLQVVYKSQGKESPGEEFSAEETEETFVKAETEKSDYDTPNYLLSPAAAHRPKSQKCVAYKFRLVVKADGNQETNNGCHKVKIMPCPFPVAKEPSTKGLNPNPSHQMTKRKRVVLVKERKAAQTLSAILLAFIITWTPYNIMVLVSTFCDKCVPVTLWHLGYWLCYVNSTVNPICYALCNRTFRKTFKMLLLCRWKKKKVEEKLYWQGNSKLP
CRFR2-BP ag = agonists of human CRF-binding protein/CRF-R2 receptor complex; activation, % at 13.2 µM; hit rate 0.46% among 350,000; HEK293 CRF-R2/CRF-BP, calcium dye fluorescence (FLIPR); percent of saturating CRF peptide response; AID 588473;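 active means activation of at least 50%, plus an integration ratio under a set limit after plate pattern correction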;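 further: plate controls were neutral control wells without compound for no effect and CRF at EC100 for full effect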
CHO-K1 Ca PAM = M1 PAM counterscreen hit in parental CHO-K1 cells; ATP EC20, Fluo-8 calcium fluorescence; 0% at ATP EC20, 100% at ATP max; activation, % at 3 µM; hit rate 0.02% among 360,000; AID 602247;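 active means activation above the run cutoff, the mean activation of all test compounds plus 3 SD, cut at about 40% in these data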;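 further: peak over basal fluorescence ratio in a 140 s read after ATP addition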
CHRM4 PAM = CHRM4 positive allosteric modulation; P08173; CHO-K1 hM4/Gqi5, Fluo-8 calcium fluorescence, ACh EC20; 0% = ACh EC20, 100% = maximal ACh; activation, % at 3 µM; hit rate 0.4% among 360,000; AID 624126;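 active means activation above its plate's cutoff, the mean activation of sample wells plus 3 SD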; further: some results filed as inactive read as strong as hits
CHRM5 antagonist = blocks acetylcholine activation of human M5 receptor | P08912 | hit rate 0.59% among 360,000 | AID 624040 | inhibition, % at 3 µM | CHO-hM5 cells, Fluo-8 calcium fluorescence, ACh EC80;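 active means inhibition above a per-plate cutoff, the mean of that plate's test compounds plus 3 SD, cut at about 27% in these data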;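 further: 0% = acetylcholine EC80 with DMSO and 100% = DMSO without agonist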
CRFR2-BP antag = CRF-BP/CRF-R2 complex antagonism | inhibition, % at 11.8 µM | AID 588475 | hit rate 0.59% among 350,000 | HEK293 CRF-R2/CRF-BP, CRF-induced calcium fluorescence;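 active means inhibition of the ligand-induced calcium signal above about 50% at the single tested concentration, limit read from the data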
TAAR1 agonist = human TAAR1 agonism; Q96RJ0; CHO RD-HGA16 TAAR1, Fluo-8 calcium fluorescence; vehicle wells 0%, saturating PEA agonist 100%; activation, % at 3 µM; hit rate 0.99% among 360,000;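 active means activation above the mean activation of all test compounds in the run plus 3 SD, cut at about 38% in these data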
Target sequence (Q96RJ0 whole entry, looked up): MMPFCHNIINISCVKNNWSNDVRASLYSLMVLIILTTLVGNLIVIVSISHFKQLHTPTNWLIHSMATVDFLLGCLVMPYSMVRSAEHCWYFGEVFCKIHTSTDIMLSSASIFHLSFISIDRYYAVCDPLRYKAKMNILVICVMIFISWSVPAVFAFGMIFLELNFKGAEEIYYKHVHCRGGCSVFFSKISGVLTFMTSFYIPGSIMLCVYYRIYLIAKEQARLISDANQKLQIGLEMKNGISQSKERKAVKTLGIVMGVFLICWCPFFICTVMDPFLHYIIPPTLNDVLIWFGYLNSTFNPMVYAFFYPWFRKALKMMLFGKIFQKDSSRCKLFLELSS
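Assay system – CHO-derived RD-HGA16 cells with stable Gα16 and human TAAR1 · Compound dosing – one-point dosing at 3 µM (nominal) · Incubation – 17-24 h seeding, 75 min 37 °C dye, 30 min RT · Measured by – kinetic Fluo-8 calcium fluorescence · Control set – DMSO vehicle as 0%, PEA at EC100 as 100% · Repeats – single well for each compound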
TAAR1 antag = human TAAR1 antagonism | hit rate 1.5% among 360,000 | Q96RJ0 | CHO RD-HGA16 TAAR1, Fluo-8 calcium fluorescence, antagonist | inhibition, % at 3 µM;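 active means inhibition above a per-plate cutoff, the mean inhibition of test compounds on that plate plus 3 SD, cut at about 49% in these data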;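 further: 0% = DMSO plus EC80 beta-PEA response and 100% = DMSO alone without agonist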
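Test system: CHO RD-HGA16 cells bearing hTAAR1 | Reagent: β-PEA, EC80 | Compound dosing: 3 µM, single point | Schedule: Dye loading 75 min at 37 °C, then 30 min room temperature | Signal: Calcium fluorescence with Fluo-8 | Evaluation: Percent inhibition of PEA-evoked calcium signal, max/basal emission ratio | Control set: DMSO-only wells and EC80 β-PEA-stimulated wells | Repeats: Singlicate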
CHRM5 PAM = positive allosteric modulators of human muscarinic M5 receptor; hit rate 0.3% among 360,000; CHO-K1 hM5, Fluo-8 calcium, ACh EC20 PAM; 0% = ACh EC20, 100% = ACh EC100; activation, % at 3 µM; P08912; AID 624038;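 active means activation above the run cutoff, the mean activation of all test compounds plus 3 SD, cut at about 18% in these data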
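Assay system – human M5 receptor in CHO-K1 cells · Read-out – % activation, ACh-normalized · Technique – Fluo-8 calcium fluorescence · Dosing – single-point, 3 µM nominal · Incubation – Fluo-8 loading 80 min at 37 °C plus 30 min room temperature · Repeats – singlicate, one well per test compound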
Numbers without * were called inactive; · = no result given.

Fields: TAAR1 agonist	CHRM5 antagonist	CRFR2-BP ag	TAAR1 antag	CHO-K1 Ca PAM	CHRM5 agonist	CHRM4 PAM	CHRM5 PAM	CRFR2-BP antag
> COc1cc2cc(C(=O)N3CC(COS(C)(=O)=O)c4ccc(O)cc43)[nH]c2c(OC)c1OC (configuration not stated)
 : ·	6	-1.2	·	7	3	-4	-10	34
> COc1cccc(-n2c(O)c(C=NCCN3CCOCC3)c(=O)[nH]c2=O)c1
 : 0	2	0.0	3	22	-1	6	-5	-6
> CC1=CC2OC3CC4OC(=O)C=CC=CC(C(C)O)OCC(O)C5(C)OC5C(=O)OCC2(CC1O)C4(C)C31CO1 (configuration not stated)
 : 1	10	-2.4	-3	4	-3	2	-5	-7
> Cc1ccccc1-n1c(/C=C/c2ccccn2)nc2ccccc2c1=O
 : 5	-4	-1.4	-3	-2	2	-4	3	0
> COC(=O)C1=C(c2cc3ccccc3o2)C[C@@H]2CC[C@H]1N2C(=O)NC(C)C
 : 7	14	0.0	16	10	-4	-4	1	-2
> COc1ccc(Cc2c(O)[nH]c(=O)[nH]c2=O)c(OC)c1
 : 1	1	2.5	-15	10	-1	1	1	17
> CC[n+]1c(/C=C/N(C)c2ccccc2)sc2ccc(Cl)cc21
 : 3	3	0.0	5	6	-6	-9	-1	2
> CC1=C(C/C(C)=C/c2ccccc2)/C(=C/CO)[C@@H]2OC(=O)O[C@]2(C)C12CC2
 : 7	10	1.6	-6	14	-5	1	-4	-2
> CCCCCN1C(=O)c2ccccc2[C@@]2(C(=O)OCC)Cc3cc(OC)ccc3[C@@H]12
 : 0	7	·	-17	14	-1	3	0	·
> O=P(Nc1cccc(Cl)c1)(Oc1ccccc1)Oc1ccccc1
 : 5	10	1.6	46	36	1	-18	-11	-54
> CN1C(=O)C[N+]([O-])=C(c2ccccc2)c2cc(Cl)ccc21
 : 1	4	2.4	-1	-21	-2	16	11	5
> NCc1cc(=O)[nH]o1
 : 1	-1	0.2	-13	5	-1	6	5	0
> CC(C)c1ccc(N2C(=O)NC(=O)/C(=C/C=C/c3ccco3)C2=O)cc1
 : 26	10	33	48	-13	6	9	1	-224
> CCN1C[C@]2(COC(=O)c3ccccc3N)CC[C@H](OC)C34[C@@H]5C[C@H]6[C@H](OC)[C@@H]5[C@](O)(C[C@@H]6OC)[C@@](O)([C@H]13)[C@@H](OC)[C@@H]42
 : 1	-3	-2.0	-15	-9	-4	-3	-1	-8
> CC(=O)Nc1ccccc1C(=O)OCC(=O)c1ccc2c(c1)OCCO2
 : -1	9	-3.1	11	14	0	-2	-3	6
> COC(=O)C1=C(c2ccccc2)C[C@@H]2CC[C@H]1N2C(=O)NCCCOC(C)C
 : 6	17	-0.9	7	-2	-4	0	3	1
> Cc1cc(N2C(=O)C3CCCN3C2c2ccc(Cl)c(Cl)c2)no1 (configuration not stated)
 : 12	-1	0.1	10	-1	-1	-5	-5	0
> COc1ccccc1N1CCN(C(CNC(=O)Oc2ccccc2)c2cccnc2)CC1 (configuration not stated)
 : 5	1	2.5	-11	21	0	7	3	-13
> COc1cc2c(cc1C=O)OCO2
 : 2	-12	-3.1	-20	24	2	6	8	-1
> C=Cn1ccnc1P(=S)(c1nccn1C=C)C1CCCCC1
 : 4	-8	-5.0	-14	17	-1	6	2	-1

Reformatted: 8 of the compounds above
molecule | TAAR1 agonist | CHRM5 antagonist | CRFR2-BP ag | TAAR1 antag | CHO-K1 Ca PAM | CHRM5 agonist | CHRM4 PAM | CHRM5 PAM | CRFR2-BP antag
CC(C)c1ccc(N2C(=O)NC(=O)/C(=C/C=C/c3ccco3)C2=O)cc1 | 26 | 10 | 33 | 48 | -13 | 6 | 9 | 1 | -224
CCN1C[C@]2(COC(=O)c3ccccc3N)CC[C@H](OC)C34[C@@H]5C[C@H]6[C@H](OC)[C@@H]5[C@](O)(C[C@@H]6OC)[C@@](O)([C@H]13)[C@@H](OC)[C@@H]42 | 1 | -3 | -2.0 | -15 | -9 | -4 | -3 | -1 | -8
CC(=O)Nc1ccccc1C(=O)OCC(=O)c1ccc2c(c1)OCCO2 | -1 | 9 | -3.1 | 11 | 14 | 0 | -2 | -3 | 6
COC(=O)C1=C(c2ccccc2)C[C@@H]2CC[C@H]1N2C(=O)NCCCOC(C)C | 6 | 17 | -0.9 | 7 | -2 | -4 | 0 | 3 | 1
Cc1cc(N2C(=O)C3CCCN3C2c2ccc(Cl)c(Cl)c2)no1 (configuration not stated) | 12 | -1 | 0.1 | 10 | -1 | -1 | -5 | -5 | 0
COc1ccccc1N1CCN(C(CNC(=O)Oc2ccccc2)c2cccnc2)CC1 (configuration not stated) | 5 | 1 | 2.5 | -11 | 21 | 0 | 7 | 3 | -13
COc1cc2c(cc1C=O)OCO2 | 2 | -12 | -3.1 | -20 | 24 | 2 | 6 | 8 | -1
C=Cn1ccnc1P(=S)(c1nccn1C=C)C1CCCCC1 | 4 | -8 | -5.0 | -14 | 17 | -1 | 6 | 2 | -1

(list continues)
Fields: TAAR1 agonist	CHRM5 antagonist	CRFR2-BP ag	TAAR1 antag	CHO-K1 Ca PAM	CHRM5 agonist	CHRM4 PAM	CHRM5 PAM	CRFR2-BP antag
> Cc1cc(NC(=O)CCl)no1
 : 3	4	-0.8	-28	6	1	2	11	15
> Cc1cc(N2C(=O)C3CCCN3C2c2ccccc2)no1 (configuration not stated)
 : 7	-4	4.5	-9	13	-2	4	3	-20
> Cc1ccc(-c2nc3ccccc3c(=O)n2-n2cccc2)cc1
 : 2	2	1.4	2	-7	-4	-8	-4	-7
> Cc1ccc2[nH]c(=S)n(-c3cccnc3)c(=O)c2c1
 : 2	-9	0.4	-10	10	2	-5	4	-10
> O=c1c2ccccc2nc(/C=C/c2ccc3c(c2)OCO3)n1-c1ccccc1
 : 7	3	-3.1	18	17	-1	1	-4	5
> COc1c(C)cc(C(=O)C2CCCN(Cc3cccc(O)c3)C2)cc1C (configuration not stated)
 : 10	8	2.5	2	8	-25	-12	-18	-20
> CCC(=NCCCN1CCOCC1)c1c(O)n(Cc2ccccc2)c(=O)[nH]c1=O
 : 1	-9	1.5	9	23	-3	3	11	-6
> CCCCNc1ccncc1S(=O)(=O)NC(=O)NC(C)C
 : 8	-3	-0.5	-14	11	-1	3	-4	16
> CCCCn1c(=O)c(C=Nc2cc([N+](=O)[O-])ccc2OC)c(O)n(CCCCl)c1=O
 : 3	4	0.6	-3	23	-2	-3	-3	3
> CCC(C)C12CN3CCN(CC(C)(C3)C1=O)C2 (configuration not stated)
 : 2	5	-2.6	-5	11	-3	10	7	2
> Cc1nc2ccsc2c(=O)n1-c1ccccc1Cl
 : 2	0	-0.2	-10	-13	0	-13	2	0
> COC(=O)C1=C(c2ccccc2)C[C@@H]2CC[C@H]1N2C(=O)NC1CCCCC1
 : 3	-2	-3.9	-9	-11	-12	-2	-6	7
> CCC(C)c1cnc(CC(C)C)c(=O)n1O (configuration not stated)
 : 0	7	·	13	-4	2	6	-8	·
> O=Cc1cn(Cc2ccc(Br)cc2)c2ccccc12
 : 0	6	-6.5	12	11	-3	-3	-4	12
> O=c1ccc2c(O)c3ccoc3cc2o1
 : 1	6	-3.2	9	16	3	7	-3	-6
> CCCN1CC(C)C(OC(C)=O)(c2ccccc2)CC1C (configuration not stated)
 : -2	8	0.3	-12	1	-3	-5	-9	1
> Clc1ccccc1C1=NCc2nncn2-c2sc(Br)cc21
 : 0	8	-2.5	-7	-1	-1	-4	-2	5
> Cn1nc(N)c2c1N=P(N1CCOCC1)(N1CCOCC1)N=C2c1ccccc1
 : -1	3	0.1	16	23	1	4	-2	0
> COc1ccc(C2=CC(c3ccc4c(c3)OCO4)c3c(c4ccccc4oc3=O)O2)cc1OC (configuration not stated)
 : 2	1	1.7	-12	-2	3	0	-7	35
> C=CCn1c(O)c(/C=N/N2CCCCC2)c(=O)[nH]c1=O
 : 13	-13	-1.4	-39	-24	15	7	3	7
> CCn1c(O)c(C=Nc2ccc(N3CCOCC3)c(Br)c2)c(=O)n(CC)c1=S
 : 19	-6	100*	-2	-3	-1	-2	1	-126
> CCN1C[C@@]2(COC)C3[C@@H](OC)[C@H]4[C@@H]1[C@@]3(C1C[C@H]3[C@H](O)C1[C@]4(O)C[C@H]3OC)[C@@H](OC)C[C@H]2O (some centres not stated)
 : 3	5	0.9	-9	12	2	2	0	0
> Fc1ccc(NC(=S)N2Cc3ccccc3-n3nncc3C2)cc1
 : 1	-2	-0.2	2	6	0	13	6	3
> CCCc1nc2ccccc2c(=O)n1-c1ccc(O)cc1
 : 3	6	-1.0	2	21	2	0	12	20
> Cc1ccccc1CN1CCNCC1
 : 5	-10	0.2	-7	11	-5	1	3	-6
> COC(=O)C1=C(c2ccc3ccccc3c2)C[C@@H]2CC[C@H]1N2C(=O)NC(C)C
 : 3	4	-3.3	2	11	0	5	3	6
> CN1CCN(c2nc(Cl)ncc2F)CC1
 : 1	-1	0.3	-12	16	-6	3	7	-12
> COC(=O)C1=C(c2ccc(-c3ccccc3)c(F)c2)C[C@@H]2CC[C@H]1N2C(=O)N1CCC(O)CC1
 : 9	10	-3.5	17	-10	-1	0	-2	5
> CC(=O)c1ccc2c(c1)C1C(Cl)C(Sc3ccccc3[N+](=O)[O-])CC1C(c1ccccc1)N2 (configuration not stated)
 : 2	0	1.6	-2	-1	4	6	10	-16
> O=C(c1ccc2c3c(cccc13)CC2)C1CCCN(CC2CC2)C1 (configuration not stated)
 : 12	-5	8.7	7	16	-9	-9	0	-54

Only part of the results is shown. The share of hits here may be higher or lower than overall.
